# Bioassay records deposited in PubChem BioAssay by Southern Research Specialized Biocontainment Screening Center.
# tuberculosis growth = growth inhibition of non-replicating M. tuberculosis (AID 488890); Mycobacterium tuberculosis non-replicating, growth inhibition; higher % means a stronger effect; one-dose inhibition, % at 25 µM; IC50 in µM for titrated hits; 320,000 compounds, 0.39% hits; in the data active = a potency from the dose series; inconclusive = inhibition mostly from about 82% at the one dose, without a potency; inactive = the rest, 99 in 100 with inhibition below about 76%;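 also: plate controls were DMSO cells for no effect and high antibiotic wells for full effect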
# VEEV TC-83 Vero = inhibitors of VEEV TC-83 cytopathic effect, confirmation, Vero cells (AID 588727); Vero cells, VEEV TC-83 cytopathic effect inhibition; higher % means a stronger effect; inhibition, % at 20 µM; hits with a dose series show IC50 in µM; 350,000 compounds, 0.13% hits; in the data active = a potency from the dose series; inconclusive = inhibition mostly from about 14% at the one dose, without a potency; inactive = the rest, 99 in 100 with inhibition below about 12%; also: strong numbers were not always called active
# PhoP GFP inhibition = Inhibition of PhoP regulon, Salmonella typhi GFP reporter cells, confirmation, 4 h (AID 1850) | 310,000 compounds, 0.33% hits | Salmonella Typhi PhoP-promoter GFP reporter, fluorescence, 4 h; higher % means a stronger effect | inhibition, % at 50 µM, or IC50 in µM where a hit was titrated; in the data active = a potency from the dose series; inconclusive = inhibition mostly from about 25% at the one dose, without a potency; inactive = the rest, 99 in 100 with inhibition below about 19%;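 also: 0% = induced wells with vehicle and 100% = uninduced wells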
# H37Rv inhibition = M. tuberculosis growth inhibition, HTS (AID 449762) | M. tuberculosis H37Rv growth inhibition, 7H9 media; higher % means a stronger effect | one-dose inhibition, % at 25 µM; IC50 in µM for titrated hits | 330,000 compounds, 0.59% hits; in the data active = a potency from the dose series; inconclusive = inhibition above about 70% without an active follow-up result;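 also: bacterial growth assessed after seven days of incubation; strong numbers were not always called active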
# influenza NS1A = NS1A inhibition, H1N1 influenza, cell based functional assay (AID 504329). NS1A functional cell-based assay, percent inhibition; higher % means a stronger effect. one-dose inhibition, % at 12.5 µM; IC50 in µM for titrated hits. 340,000 compounds, 0.3% hits; in the data active = a potency from the dose series; inconclusive = inhibition above about 27% without an active follow-up result; also: strong numbers were not always called active
# VEEV TC-83 Vero 10K pilot screen = recorded beside VEEV TC-83 Vero, whose call it bears; inhibition, %; measured here: 10K pilot screen inhibition
# Active calls of the source: *; i = inactive; ? = inconclusive; / = not tested or not shown.
SMILES,tuberculosis growth,VEEV TC-83 Vero,PhoP GFP inhibition,H37Rv inhibition,influenza NS1A,others
O=C(COc1ccc(Cl)cc1Cl)OCC(=O)N1CCCc2ccccc21,?,0.3%,-3%,6%,-7%,
Cc1ccc(NC(=O)CN2C(=O)NC(Cc3ccccc3)C2=O)cc1Cl (centres undefined),1%,3.1%,/,-4%,3%,
CC(O)c1nc2ccccc2n1CCCc1ccccc1 (centres undefined),19%,i,3%,-5%,-7%,
Cc1ccc(/C=N/NC(=O)c2ccc3nc[nH]c3c2)s1,2%,1.8%,21%,4%,2%,
c1ccc(C2(CN3CCNC[C@@H]3CC3CCCCC3)CC2)cc1,46%,0.1%,/,-4%,-5%,
N#Cc1c(N)nc2c(c1N)CC(=O)N2c1ccc(Cl)cc1,1%,0.0%,20%,11%,6%,
O=C(CSc1nc2c(c(=O)n1-c1ccc(F)cc1)SCC2)NCc1ccco1,6%,3.5%,29%,2%,-1%,
CCOC(=O)Nc1nnc(/C=C/c2ccc(OC)cc2)s1,32%,2.8%,-6%,3%,0%,
O=C(CSc1nc2ncccc2[nH]1)c1ccc(F)cc1,3%,0.6%,-1%,-6%,-12%,
COc1ccc(CN2CCNC(=O)C2CC(=O)N(C)CCCN2CCOCC2)cc1C (centres undefined),4%,1.0%,5%,1%,-7%,
O=C(NCC(c1ccccc1)N1CCCC1)C1CCN(C(=O)Nc2ccccc2)CC1 (centres undefined),/,2.0%,/,/,-3%,
O=C(Nc1nc(-c2ccc3c(c2)OCCO3)cs1)c1ccc(S(=O)(=O)N2CCCCC2)cc1,-3%,1.7%,3%,51%,1%,
CC(C(=O)O)N1C(=O)c2ccccc2C1=O (centres undefined),-14%,2.1%,2%,-6%,-1%,
O=C(Nc1cccc(Cl)c1Cl)c1ccccc1NC(=O)C1CC=CCC1C(=O)O (centres undefined),1%,0.1%,-2%,-2%,-4%,
COc1ccc(N2C(=O)C3C4C=CC(C4)C3C2=O)c([N+](=O)[O-])c1 (centres undefined),-12%,1.0%,-5%,-10%,-9%,
NS(=O)(=O)c1ccc(NC(=O)CNC(=O)c2ccc3c(c2)OCO3)cc1,-1%,2.5%,/,-3%,2%,
COc1ccc(-c2cc(=O)oc3cc(OCc4nn[nH]n4)ccc23)cc1,10%,3.6%,2%,0%,-6%,
O=C(COc1ncnc2cc([N+](=O)[O-])ccc12)NC(=O)NC1CCCCC1,28%,i,-2%,9%,16%,
Cc1cc(N)n(-c2nc(-c3cccnc3)nc3ccccc23)n1,-9%,7.7%,-5%,3%,2%,
C/C(=N\NC(=O)c1c(Br)c(C)nn1C)c1ccc(NC(=O)C(C)Oc2ccc(Cl)cc2C)cc1 (centres undefined),15%,2.5%,0%,54%,-1%,
CN(C(=O)CC1C(=O)NCCN1Cc1cccc(F)c1F)C1CCOCC1 (centres undefined),-12%,0.1%,-11%,-15%,-5%,
CCCc1nc2ccccc2n1CC(O)COc1ccc(NC(C)=O)cc1 (centres undefined),-16%,0.4%,3%,-3%,4%,
Cc1cc(Nc2cccc(F)c2)n2c(n1)nc1ccccc12,-11%,i,7%,-5%,-5%,
O=C(COc1ccccc1F)N1CCN(CCN2C(=O)c3cccc4cccc(c34)C2=O)CC1,-11%,8.0%,9%,1%,0%,
CNC(=S)Nc1ccc(C(N)=O)cc1,7%,0.2%,11%,-13%,11%,
# The list goes on.
SMILES,tuberculosis growth,VEEV TC-83 Vero,PhoP GFP inhibition,H37Rv inhibition,influenza NS1A,others
c1nc(NC2CCCCCC2)c2[nH]cnc2n1,/,1.5%,1%,3%,-7%,
CN(CC(=O)Nc1ccc(Cl)c(Cl)c1)C(=O)C1CCC1,25%,i,/,4%,-17%,
O=C(CSc1nc(N2CCOCC2)nc(N2CCOCC2)n1)Nc1ccc([N+](=O)[O-])cc1,13%,2.8%,7%,2%,10%,
Cc1ccc(CCNC(=O)CCS(=O)(=O)Cc2ccc(C)cc2)cc1,-1%,i,-3%,0%,14%,
CN(Cc1c[nH]c2ccccc12)C1CCCCC1,2%,i,-5%,6%,6%,
O=C(COC(=O)c1n[nH]c2ccccc12)NC(=O)NC12CC3CC(CC(C3)C1)C2,2%,0.8%,-4%,-3%,-1%,
COc1ccccc1C(=O)N/C(=C/c1ccc(Br)cc1)C(=O)N1CCCC1,11%,6.7%,4%,0%,-1%,
CS(=O)(=O)N1CCN(c2ccc(NC(=O)c3cccnc3Cl)cc2)CC1,1%,i,-4%,-9%,0%,
Cc1ccnc(NC(=O)CNC(=O)c2ccc(Br)o2)c1,3%,6.7%,-4%,-4%,2%,
COc1ccccc1N(CCOc1ccccc1)S(=O)(=O)c1ccccc1,-3%,0.7%,/,-10%,-11%,
CCCCC(=O)NC(c1ccco1)c1c(O)ccc2ccccc12 (centres undefined),26%,2.7%,-14%,8%,-1%,
O=C(NN=C1CCCC1)NC1CCCCC1,2%,i,5%,1%,-4%,
O=S(=O)(NC1=NCCCCC1)c1ccc2sc(NS(=O)(=O)c3ccc4ccccc4c3)nc2c1,45%,i,7%,-6%,-6%,
Cc1noc(C)c1C(=O)OCC(=O)Nc1cccc(S(N)(=O)=O)c1,-13%,i,-6%,11%,-12%,
CCOc1ccccc1C(=O)N/N=C/c1c[nH]c2ccccc12,20%,4.4%,-4%,3%,-18%,
CCCCn1c(N)c(N(CC(C)C)C(=O)CSc2nn(-c3ccc(F)cc3)c(=S)s2)c(=O)[nH]c1=O,/,7.3%,/,/,-16%,
O=c1c(C=NCC2CCCO2)c(-c2ccccc2)[nH]n1-c1ccc([N+](=O)[O-])cc1 (centres undefined),2%,0.2%,2%,5%,3%,
COc1cccc(CN(C(=O)Cn2nnc(-c3ccccc3F)n2)C(C(=O)NC(C)(C)C)c2ccncc2)c1 (centres undefined),11%,0.9%,-1%,3%,5%,VEEV TC-83 Vero 10K pilot screen=0.4
O=C1C2C(c3ccccc3)C=CC(c3ccccc3)C2C(=O)N1c1ccncc1 (centres undefined),0%,6.5%,2%,1%,-8%,
Cc1ccccc1N1CC(C(=O)Nc2nnc(SCCC3OCCO3)s2)CC1=O (centres undefined),5%,1.4%,-9%,-2%,-3%,
COc1ccc(S(=O)(=O)N2CCOC23CCN(S(=O)(=O)c2c(C)cc(C)cc2C)CC3)cc1,3%,4.0%,13%,-7%,0%,
CCc1nc2ccc(C(=O)N3CCN(c4cccc(C)c4C)CC3)cc2nc1CC,48%,i,0%,?,5%,
CCOC(=O)C1CCN(C(=O)COc2ccc(N(C)S(=O)(=O)c3ccc(OCC)cc3)cc2)CC1,-1%,i,7%,4%,-30%,
S=C(NC1CCCCC1)N1CCN(Cc2ccccc2Cl)CC1,48%,i,18%,2%,-15%,
CC(OC(=O)CCC1CCCCC1)C(=O)Nc1ccc(S(N)(=O)=O)cc1 (centres undefined),8%,1.2%,-5%,0%,-4%,

# Compounds above that have a COOH group:
SMILES,tuberculosis growth,VEEV TC-83 Vero,PhoP GFP inhibition,H37Rv inhibition,influenza NS1A,others
CC(C(=O)O)N1C(=O)c2ccccc2C1=O (centres undefined),-14%,2.1%,2%,-6%,-1%,
O=C(Nc1cccc(Cl)c1Cl)c1ccccc1NC(=O)C1CC=CCC1C(=O)O (centres undefined),1%,0.1%,-2%,-2%,-4%,

# Returning to the listing, repeating the 2 entries before the break.
SMILES,tuberculosis growth,VEEV TC-83 Vero,PhoP GFP inhibition,H37Rv inhibition,influenza NS1A,others
S=C(NC1CCCCC1)N1CCN(Cc2ccccc2Cl)CC1,48%,i,18%,2%,-15%,
CC(OC(=O)CCC1CCCCC1)C(=O)Nc1ccc(S(N)(=O)=O)cc1 (centres undefined),8%,1.2%,-5%,0%,-4%,
CCN(CC(=O)Nc1ccccc1C(=O)NC1CC1)Cc1cccs1,/,1.2%,/,/,-9%,
O=C(COc1ccc(Br)cc1)NCC1COc2ccccc2O1 (centres undefined),5%,1.6%,/,6%,-7%,
CC(C)c1nnc(NC(=O)C2CCCN2C(=O)Nc2ccccc2F)s1 (centres undefined),-12%,0.2%,6%,1%,-3%,
COc1ccc2c(c1)c(C(=O)C(C)N1CCCCC1)c(C)n2C (centres undefined),-11%,1.0%,-1%,-2%,-5%,
O=C(C(Cc1ccccc1)N1C(=O)c2ccccc2C1=O)N1CCc2ccccc21 (centres undefined),-3%,3.0%,6%,6%,9%,
Cc1ccc(C(=O)NC(N2CCCC2)C(Cl)(Cl)Cl)cc1 (centres undefined),22%,2.2%,-5%,3%,-5%,
COc1ccc(OC)c(NC(=O)CSc2ccc3ccccc3c2)c1,6%,5.6%,7%,34%,-6%,
Cc1cc(NCCO)c2ccccc2n1,-8%,i,-12%,-7%,0%,
Cc1nc2nc[nH]n2c(=O)c1NC(=O)c1cccc(OCC(C)C)c1,-12%,1.4%,-12%,-5%,4%,
CCn1c(SCC(=O)Nc2ccccc2C)nnc1-c1ccccc1O,20%,7.5%,2%,-4%,3%,
CO/N=C/C(=N\Nc1ccc(OC)cc1)C(=O)c1ccc(F)cc1,8%,2.7%,5%,10%,6%,
Cc1c(CN2CCCC(C(=O)c3cccc(Cl)c3)C2)c(=O)n(-c2ccccc2)n1C (centres undefined),17%,0.4%,6%,-12%,-4%,
COc1ccccc1-c1nnc(NC(=O)c2ccc(S(=O)(=O)N(C)CC3CCCO3)cc2)o1 (centres undefined),31%,9.4%,-1%,45%,-3%,
CCCC(=O)Nc1ccc(Sc2ccc([N+](=O)[O-])cc2)cc1,34%,2.8%,-1%,7%,-12%,
CCCN1CCN(CCCNC(=O)C2CCCN(c3nnc(-n4cccc4)s3)C2)CC1 (centres undefined),-10%,0.1%,-2%,3%,-15%,
CC(=O)NC(CC(C)C)C(=O)NC(=O)NCc1ccccc1 (centres undefined),-3%,2.7%,-1%,-4%,-6%,
CC1CCN(C(=O)C2CC(c3ccc(F)cc3)=NO2)CC1 (centres undefined),/,2.7%,12%,/,3%,
CC(=O)Cn1nnc2sc3c(c2c1=O)CCC(C(C)(C)C)C3 (centres undefined),28%,2.1%,1%,7%,-1%,
COc1ccc(-c2c(C)oc3c(CN4CCN(C)CC4)c(O)ccc3c2=O)cc1,-4%,2.1%,13%,-1%,25%,
CCOC(=O)c1sc(=S)n(CC)c1NC(=O)c1ccccc1C,6%,i,3%,-5%,/,
CCN1C(=O)/C(=C/c2nc3ccccc3c(=O)n2-c2ccc(C)cc2)c2ccccc21,3%,7.3%,-1%,-2%,20%,
O=C(Cc1nc(-c2ccc(Br)s2)cs1)NCCN1CCOCC1,7%,5.8%,-13%,3%,1%,
CCn1c2ccccc2c2c3ncc4cccn4c3ccc21,24%,4.8%,-15%,9%,11%,
Cc1nc(N2CCCCC2)sc1C=O,28%,/,-12%,23%,/,
O=[N+]([O-])c1cc(Cl)c(O)c(-[n+]2c(-c3ccccc3)cc(-c3ccccc3)cc2-c2ccccc2)c1,23%,0.4%,-2%,2.3µM*,6%,

# A section from the list above:
SMILES,tuberculosis growth,VEEV TC-83 Vero,PhoP GFP inhibition,H37Rv inhibition,influenza NS1A,others
CCn1c2ccccc2c2c3ncc4cccn4c3ccc21,24%,4.8%,-15%,9%,11%,
Cc1nc(N2CCCCC2)sc1C=O,28%,/,-12%,23%,/,
O=[N+]([O-])c1cc(Cl)c(O)c(-[n+]2c(-c3ccccc3)cc(-c3ccccc3)cc2-c2ccccc2)c1,23%,0.4%,-2%,2.3µM*,6%,

# Other records:
SMILES,tuberculosis growth,VEEV TC-83 Vero,PhoP GFP inhibition,H37Rv inhibition,influenza NS1A,others
Cn1c(CSc2nc3ccccc3s2)n[nH]c1=S,2%,3.7%,-7%,-10%,2%,
COc1ccc(CNC(=O)c2ccc(Cn3cc(Br)cn3)o2)cc1,4%,6.6%,-7%,3%,14%,
CC1CCC2(CC1)N=C(N)Nc1nc3ccccc3n12 (centres undefined),25%,i,-3%,11%,4%,
S=C(NCCc1ccccc1)Nc1ccccc1N1CCOCC1,74%,5.4%,1%,6%,3%,
Cc1nn2c(-c3ccco3)nnc2c2ccccc12,1%,i,-10%,-19%,-4%,
O=C(Nc1ccccc1)C1=C[C@@H](c2ccccc2)C[C@@H](OCc2ccc(CO)cc2)O1,51%,0.9%,12%,41%,5%,
O=c1c2ccccc2nc2c3ccccc3c(NCCN3CCOCC3)nn12,69%,/,-15%,8%,/,
CCOC(=O)c1ccc(COC(=O)c2cc3ccccc3oc2=O)o1,i,1.4%,4%,-1%,7%,
